High-throughput results: PubChem BioAssay, several laboratories
PLAP inhibitors HTS: PLAP enzyme inhibitors, biochemical, luminescence, HTS (AID 690). inhibition, % at 20 µM; hits with a dose series show IC50 in µM. 96,000 compounds, 0.08% hits. purified PLAP, luminescent substrate; higher % means a stronger effect; in the data active = a potency from the dose series; inactive = the rest, 99 in 100 with inhibition below about 30%; also: strong numbers were not always called active
Bcl-B TR3 displacers: displacers of TR3 peptide from Bcl-B, primary screen, selectivity assay for Bfl-1 inhibitor project, biochemical, fluorescence polarization; 96,000 compounds, 0.11% hits; displacement, % at 20 µM, or IC50 in µM where a hit was titrated; FP displacement of FITC-TR3 peptide from Bcl-B; higher % means a stronger effect; AID 748;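 active = displacement above 50% at 20 µM plus a fluorescence interference ratio under 1.5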;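 also: plate controls were wells without compound for no effect and wells lacking Bcl-B protein for full effect; a part of the inactive calls stands beside numbers as strong as those of hits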
NFkB transloc inh: blocks IL-1B driven NFkB nuclear translocation in HUVEC cells; 94,000 compounds, 0.43% hits; inhibition, % at 2 µM; AID 796; HUVEC IL-1B NFkB p65 nuclear translocation imaging;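 active = inhibition above about 30% together with a positive call from visual inspection of the well image, limit read from the data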;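 also: nuclear over cytoplasmic p65 intensity ratio measured by imaging; 0% = IL-1B stimulated DMSO wells and 100% = unstimulated DMSO wells; values of inactives mirror those of a sister screen read the other way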
IL1B NFkB pot: enhances IL-1B driven NFkB nuclear translocation; HUVEC IL-1B NFkB p65 nuclear translocation imaging; activation, % at 2 µM; 94,000 compounds, 0.3% hits;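 active = activation above 40%, about the mean plus 3 SD, also judged a hit on visual image review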;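 also: percent activation is computed from the nuclear over cytoplasmic p65 intensity ratio; values of inactives mirror those of a sister screen read the other way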
MRP reversal: MRP-mediated drug resistance reversal; H69AR cells + 2 uM doxorubicin, CellTiter-Glo, 72 h; differential viability (reversal), % at 10 µM; 85,000 compounds, 0.04% hits;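 active = viability drop by adding the cancer drug above about 55%, with treated viability meeting a 40% cutoff, limit read from the data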;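 also: viability without doxorubicin minus viability with 2 µM doxorubicin for each compound; larger differential means the compound sensitizes cells more to doxorubicin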
MRP reversal cytotoxicity: also measured in MRP reversal; calls as there; viability, %; H69AR cells, CellTiter-Glo, 72 h; measured here: cytotoxicity without doxorubicin
MRP reversal with doxorubicin: further read-out of MRP reversal, marked with its call; viability, %; measured here: viability with 2 uM doxorubicin; active compounds read low
NFkB transloc inh cell count 2 µM: recorded beside NFkB transloc inh, whose call it bears; cell count; measured here: cells passing quality filter;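 raw number of nuclei counted in each imaged well without normalization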
IL1B NFkB pot cell count 2 µM: also measured in IL1B NFkB pot; calls as there; cell count; measured here: cells passing quality filter
Active calls of the source: *; nt = not tested or not shown. Only part of the results is shown; the hit share may differ from the screen's.

SMILES	PLAP inhibitors HTS	Bcl-B TR3 displacers	NFkB transloc inh	NFkB transloc inh cell count 2 µM	IL1B NFkB pot	IL1B NFkB pot cell count 2 µM	MRP reversal	MRP reversal cytotoxicity	MRP reversal with doxorubicin
COC(=O)C(Sc1nc(C)cc(C)c1C#N)c1ccccc1 (stereo not given)	16.6%	-8.9%	0.1	144	-0.1	144	nt	nt	nt
CCC(Sc1nc2n[nH]c(C)c2c(=N)n1-c1cccc(Cl)c1)C(=O)NCCOC (stereo not given)	-110.2%	7.7%	-2.9	120	2.9	120	nt	nt	nt
CCSC1=C(C#N)C(c2cccs2)C(C(=O)OC)=C(C)N1 (stereo not given)	8.6%	4.7%	6.0	38	-6.0	38	-11.6	69.0	80.6
COC(=O)COc1ccc(S(=O)(=O)NCCC2=CCCCC2)cc1	-6.4%	1.1%	-9.9	120	9.9	120	-3.5	84.8	88.3
CSc1cccc(NS(=O)(=O)c2cccc3nsnc23)c1	-29.3%	6.0%	nt	nt	nt	nt	6.3	92.7	86.4
Cc1cc(C)cc(N(CC(=O)NCC2CCCO2)C(=O)CCC(=O)Nc2cc(C)on2)c1 (stereo not given)	-42.6%	-2.1%	-0.3	94	0.3	94	2.9	94.2	91.4
N#CC1=C(N)C(C#N)(C#N)C(c2ccncc2)C2CN(C(=O)OCc3ccccc3)CC=C12 (stereo not given)	nt	nt	8.7	153	-8.7	153	2.4	7.7	5.3
CC(C)N(C)C1CCN(C(=O)Nc2ccc(Cl)c(Cl)c2)CC1	-0.9%	-2.2%	nt	nt	nt	nt	26.5	92.1	65.6
CCC(C)NS(=O)(=O)c1ccc(NS(=O)(=O)c2ccc(F)cc2)cc1 (stereo not given)	-50.4%	-0.8%	-0.1	162	0.1	162	-1.3	89.1	90.4
O=C(CCCN1C(=O)CCC1=O)Nc1cccc(C(F)(F)F)c1	14.2%	2.0%	0.1	151	-0.1	151	-31.2	73.4	104.7

Taken from above.
Reading of `Cc1cc(C)cc(N(CC(=O)NCC2CCCO2)C(=O)CCC(=O)Nc2cc(C)on2)c1` (stereo not given) under NFkB transloc inh cell count 2 µM: 94
Reading of `O=C(CCCN1C(=O)CCC1=O)Nc1cccc(C(F)(F)F)c1` under Bcl-B TR3 displacers: 2.0%

(listing goes on)
SMILES	PLAP inhibitors HTS	Bcl-B TR3 displacers	NFkB transloc inh	NFkB transloc inh cell count 2 µM	IL1B NFkB pot	IL1B NFkB pot cell count 2 µM	MRP reversal	MRP reversal cytotoxicity	MRP reversal with doxorubicin
COc1ccccc1NC(=O)N1CCCC1C(=O)Nc1nnc(C(C)C)s1 (stereo not given)	-25.0%	1.7%	9.2	113	-9.2	113	4.2	97.0	92.8
COc1cc(OC)cc(C(=O)NC(=S)NCCc2ccccc2)c1	-13.8%	3.8%	-14.7	159	7.7	147	nt	nt	nt
COC(=O)c1sc(S(=O)(=O)Nc2ccc3cn[nH]c3c2)c(C(=O)OC)c1C	-16.4%	5.4%	6.9	135	-6.9	135	-3.1	81.8	84.9
Cc1ccc(C2=NCCNC2=O)c(C)c1	13.2%	13.0%	-31.2	131	31.2	131	nt	nt	nt
CCCn1cnc2c(c1=O)c1nc3ccccc3nc1n2Cc1ccccc1OC	4.7%	0.8%	-15.6	121	15.6	121	nt	nt	nt
O=C(c1ccc(-n2cccc2)cc1)N1CCN(Cc2ccccc2)CC1	-49.8%	-0.7%	-2.9	81	2.9	81	nt	nt	nt
COc1ccc(CCNC(=O)c2cc(-c3ccccc3)on2)cc1OC	7.9%	-8.7%	-15.1	142	15.1	142	18.5	90.9	72.4
CCCc1cc(=O)[nH]c(Nc2ccc(N3CCCCC3)cc2)n1	-69.7%	7.2%	-2.0	96	2.0	96	2.6	87.5	84.9
COc1cccc(C2C(C#N)=C(N)Oc3c2oc(CO)cc3=O)c1 (stereo not given)	nt	nt	-12.3	122	12.3	122	5.8	96.6	90.8
CC1(C)Cc2noc(N)c2C(C)(C)N1OC(=O)c1ccccc1	-24.5%	-0.2%	13.1	139	-13.1	139	12.1	93.5	81.4
CO/N=C/c1ccc(N2CCN(C(=O)c3ccc(F)cc3)CC2)c([N+](=O)[O-])c1	-59.2%	3.6%	-10.6	187	10.6	187	nt	nt	nt
COc1ccccc1CN(Cc1nc2ccccc2c(=O)[nH]1)C(=O)Nc1cccc(C)c1	-58.2%	14.0%	-9.1	161	9.1	161	10.3	83.8	73.5
Cc1noc(C)c1C(=O)N1CC(C)OC(C)C1 (stereo not given)	19.8%	-15.1%	-11.6	203	11.6	203	11.4	96.2	84.8
Cc1cc(C)c(OCCCCn2cnc3ccccc3c2=O)c(C)c1	-3.3%	2.3%	-21.6	151	8.3	156	nt	nt	nt
Nc1nc2n(n1)C(c1cccc(Br)c1)CC(c1ccc(F)cc1)N2 (stereo not given)	nt	nt	-7.2	48	7.2	48	1.7	94.1	92.4
Clc1ccc(C2=C3CCCCn4c(-c5ccccc5)c[n+](c43)C2)cc1	24.5%	-5.1%	2.5	138	-2.5	138	-11.3	35.6	46.9
Cc1nn(C)cc1/C=N/O	3.9%	0.5%	-5.7	37	5.7	37	-0.1	97.6	97.7
O=C(c1ccc(N2C(=O)CCC2=O)cc1)N1CCN(c2ccccc2)CC1	-7.0%	-3.4%	10.9	168	-10.9	168	-7.9	83.6	91.5
COc1ccc(NC(=O)CCN2CCN(S(=O)(=O)c3cc(Cl)ccc3OC)CC2)cc1	-31.7%	-1.5%	2.3	128	-2.3	128	1.3	107.5	106.2
COc1ccc(-c2noc(-c3ccc(C)cc3)n2)cc1	20.6%	-8.5%	-13.6	133	13.6	133	11.3	91.0	79.7
CC(=O)SC(C)CC(=O)Nc1ccccc1 (stereo not given)	30.8%	6.1%	nt	nt	nt	nt	6.5	100.1	93.7
O=C(/C=C/Nc1ccc(F)cc1)c1ccc(Oc2ncccn2)cc1	9.1%	-4.9%	4.0	122	-4.0	122	nt	nt	nt
CCOC(=O)c1c(-c2ccc(-c3ccccc3)cc2)csc1NC(=O)C1C2CCC(O2)C1C(=O)O (stereo not given)	0.0%	6.6%	-7.4	86	7.4	86	nt	nt	nt
CCN(CC)C(=O)CSc1nc(-c2cccs2)cc(-c2cccs2)c1C#N	nt	nt	0.5	117	-0.5	117	-3.8	65.0	68.8
O=C(Nc1ccc2nc(-c3cccs3)c(-c3cccs3)nc2c1)NC1CC1	-1.5%	4.8%	5.8	148	-5.8	148	-9.8	50.5	60.3
CCOC(=O)C1CCN(C(=O)C2CCN(S(=O)(=O)CC)CC2)CC1	12.7%	9.9%	-33.0	136	33.0	136	6.9	97.2	90.2
O=C(Cc1cccs1)Nc1ccccc1NC(=O)Cc1cccs1	23.8%	-6.0%	nt	nt	nt	nt	1.5	95.1	93.6
O=C(NCCN1CCOCC1)c1ccc2ccccc2n1	9.1%	9.6%	1.4	201	-1.4	201	-15.6	74.9	90.5
CNC(=O)C1CC(=O)N(Cc2ccc3c(c2)OCO3)C(=Nc2ccc(OC)cc2)S1 (stereo not given)	-6.5%	1.8%	3.0	187	-3.0	187	-1.4	80.0	81.4
O=C(NCc1cccs1)c1cccc(N2CCCC2=O)c1	-6.4%	-11.7%	9.5	51	-9.5	51	0.5	99.0	98.6
c1ccc(N2CCN(Cc3ccnc4ccccc34)CC2)cc1	10.3%	31.3%	-10.2	134	10.2	134	-8.9	73.1	82.0
Cc1[nH]n(-c2ccccc2)c(=O)c1C(C[N+](=O)[O-])c1ccccc1Cl (stereo not given)	13.2%	-3.8%	-6.8	164	6.8	164	nt	nt	nt
CCOC(=O)c1ccc(NC(=O)CN2C(=O)C(=O)N(CC(C)C)C2=O)cc1	17.1%	5.0%	-8.3	163	8.3	163	nt	nt	nt
Cn1c(CN2CCCC2)nc2cc(NS(=O)(=O)c3ccccc3)ccc21	-2.3%	-7.3%	12.1	145	-12.1	145	3.8	86.5	82.7
Cc1cc(C)nc(Nc2n[nH]c(COc3ccccc3)n2)n1	-51.4%	-5.0%	nt	nt	nt	nt	-9.8	98.2	108.0
C=C(C)CSc1nc2ncccc2[nH]1	-32.3%	-4.1%	3.7	107	-3.7	107	3.6	93.1	89.5
Cc1cccc2c1Sc1ccccc1CC2=O	-1.9%	81.0%	14.6	166	-14.6	166	nt	nt	nt
C=CCOc1ccccc1/C=c1\sc2nc(-c3oc4ccccc4c3C)nn2c1=O	nt	nt	7.3	85	-7.3	85	-1.0	81.6	82.6
Cc1cc(C)c2c(n1)nn1c(C)c(CCC(=O)NCc3ccco3)c(C)nc21	-27.6%	0.2%	nt	nt	nt	nt	-16.6	58.2	74.8
CCCCCC/C(C)=C1/SC(=S)NC1=O	-22.0%	-55.2%	3.4	172	-3.4	172	6.2	96.9	90.7
O=c1cc(O)c(-c2ccccc2Cl)c(Cl)[nH]1	-0.2%	10.4%	-3.8	200	3.8	200	1.4	105.6	104.2
Nc1cccc2cnccc12	3.0%	-1.4%	-10.8	174	10.8	174	nt	nt	nt
COc1ccc(OC)c(N(CC(=O)NCCSc2ccccc2)S(C)(=O)=O)c1	-50.7%	9.4%	-18.4	148	18.4	148	-4.4	81.4	85.8
COc1ccc(-c2coc3cc(OC)cc(O)c3c2=O)cc1	0.5%	3.6%	17.7	171	-17.7	171	-7.7	87.8	95.6
O=P(CCC(F)(F)F)(CCC(F)(F)F)CCC(F)(F)F	4.0%	2.8%	1.3	146	-1.3	146	8.9	100.7	91.8
Cc1ccc(C)c(Cn2c(=O)c3c(nc4n3CCN4Cc3ccco3)n(C)c2=O)c1	-21.4%	-10.8%	-19.9	157	19.9	157	0.4	58.2	57.8
CSc1nc2ccc(S(=O)(=O)N3CCCCC3)cc2s1	15.2%	-4.2%	-2.6	162	2.6	162	-6.3	85.7	92.0
COc1ccc(-c2cc(C(F)(F)F)n3nc(N)nc3n2)cc1	8.7%	-2.0%	-3.9	84	3.9	84	-2.5	84.5	87.0
CCc1cccc2c(C#N)cn(CC(=O)NCc3ccco3)c12	-27.3%	-0.4%	8.6	158	-8.6	158	11.3	81.5	70.1
O=C(c1ccc(Br)s1)N1CCN(Cc2ccc3c(c2)OCO3)CC1	-13.2%	-7.6%	0.8	111	-0.8	111	-0.5	90.0	90.5

The results go on.
SMILES	PLAP inhibitors HTS	Bcl-B TR3 displacers	NFkB transloc inh	NFkB transloc inh cell count 2 µM	IL1B NFkB pot	IL1B NFkB pot cell count 2 µM	MRP reversal	MRP reversal cytotoxicity	MRP reversal with doxorubicin
COc1ccc(Cl)cc1S(=O)(=O)n1ccnc1C(C)C	0.5%	1.4%	12.5	163	-12.5	163	11.6	88.9	77.3
CCOC(=O)N1CCN(S(=O)(=O)c2c(C)nn(C)c2C)CC1	3.5%	3.2%	3.4	105	-3.4	105	-6.8	84.5	91.3
CCN(CC(=O)NC(C)C)Cc1nc2sc3c(c2c(=O)[nH]1)CCC3	-230.6%	-31.7%	-4.7	164	4.7	164	-39.1	37.0	76.2
O=C(Nc1ccc(Cl)cc1)c1cccs1	-32.4%	-0.7%	19.6	121	-19.6	121	8.6	94.8	86.2
Cc1nc2ccc(S(=O)(=O)NC(C(=O)Nc3nc4ccc(Cl)cc4s3)C(C)C)cc2s1 (stereo not given)	-81.2%	-15.0%	-8.0	182	8.0	182	-1.8	30.5	32.3
O=C(CCS(=O)(=O)c1ccc(Br)cc1)N1CCN(c2ccc(Cl)cc2)CC1	-3.9%	13.9%	-9.5	160	9.5	160	6.8	79.0	72.2
Cc1cc(C(=O)CSc2nnc(N)s2)c(C)n1-c1c(C)n(C)n(-c2ccccc2)c1=O	-55.0%	24.9%	-7.7	185	7.7	185	20.6	114.7	94.1
Cc1ccc(S(=O)(=O)NCCCN2CCOCC2)c(C)c1	-30.8%	-3.5%	nt	nt	nt	nt	8.5	88.2	79.7
COc1cccc(NS(=O)(=O)c2ccc3[nH]cc(C(=O)NCCC(C)C)c(=O)c3c2)c1	-1.8%	0.5%	19.1	9	-19.1	9	-0.4	86.6	87.0
